Bioassay records as filed in PubChem.
IL1B NFkB pot – enhancers of NFkB p65 translocation in HUVEC – imaging, IL-1B stimulus, high-content imaging, primary screen. HUVEC IL-1B NFkB p65 nuclear translocation imaging. activation, % at 2 µM. 94,000 tested, 0.3% active. AID 819, 2007;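 active means activation above 40%, about the mean plus 3 SD, also judged a hit on visual image review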;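 further: percent activation is computed from the nuclear over cytoplasmic p65 intensity ratio; values of inactives mirror those of a sister screen read the other way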
PLAP inhibition – PLAP enzyme inhibitors, biochemical, luminescence, HTS (AID 690); Alkaline phosphatase, placental type (Homo sapiens); purified PLAP, luminescent substrate; higher % means a stronger effect; one-dose inhibition, % at 20 µM; IC50 in µM for titrated hits; 96,000 tested, 0.08% active; in the data active means a potency from the dose series; inactive means the rest, 99 in 100 with inhibition below about 30%; further: strong numbers were not always called active
MRP resist rev – reversal of MRP1-mediated doxorubicin resistance, primary screen, H69AR cells, doxorubicin co-treatment; H69AR cells + 2 uM doxorubicin, CellTiter-Glo, 72 h; differential viability (reversal), % at 10 µM; 85,000 tested, 0.04% active; AID 602, 2007;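 active means viability drop by adding the cancer drug above about 55%, with treated viability meeting a 40% cutoff, limit read from the data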;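 further: viability without doxorubicin minus viability with 2 µM doxorubicin for each compound; larger differential means the compound sensitizes cells more to doxorubicin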
IL1B NFkB inh – inhibitors of IL-1B driven NFkB p65 nuclear import, primary screen, imaging, HUVEC, IL-1B stimulus, high-content imaging | HUVEC IL-1B NFkB p65 nuclear translocation imaging | inhibition, % at 2 µM | 94,000 tested, 0.43% active | AID 796, 2007;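 active means inhibition above about 30% together with a positive call from visual inspection of the well image, limit read from the data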;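 further: nuclear over cytoplasmic p65 intensity ratio measured by imaging; 0% = IL-1B stimulated DMSO wells and 100% = unstimulated DMSO wells; values of inactives mirror those of a sister screen read the other way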
Bcl-B displacement – displacers of TR3 peptide from Bcl-B, primary screen, selectivity assay for Bfl-1 inhibitor project, biochemical, fluorescence polarization; FP displacement of FITC-TR3 peptide from Bcl-B; higher % means a stronger effect; 96,000 tested, 0.11% active; one-dose displacement, % at 20 µM; IC50 in µM for titrated hits; AID 748, 2007; Bcl-2-like protein 10 (Homo sapiens);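 active means displacement above 50% at 20 µM plus a fluorescence interference ratio under 1.5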;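 further: plate controls were wells without compound for no effect and wells lacking Bcl-B protein for full effect; a part of the inactive calls stands beside numbers as strong as those of hits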
MRP resist rev cytotoxicity – second read-out of MRP resist rev, no call of its own (marks repeat the call); viability, %; H69AR cells, CellTiter-Glo, 72 h; measured here: cytotoxicity without doxorubicin
MRP resist rev with doxorubicin – further read-out of MRP resist rev, marked with its call; viability, %; measured here: viability with 2 uM doxorubicin; stronger effect = lower value
IL1B NFkB inh cell count 2 µM – also measured in IL1B NFkB inh; calls as there; cell count; measured here: cells passing quality filter;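 raw number of nuclei counted in each imaged well without normalization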
IL1B NFkB pot cell count 2 µM – second read-out of IL1B NFkB pot, no call of its own (marks repeat the call); cell count; measured here: cells passing quality filter
The depositor's hits bear a star; / = not tested or not shown.

SMILES	IL1B NFkB pot	IL1B NFkB pot cell count 2 µM	PLAP inhibition	MRP resist rev	MRP resist rev cytotoxicity	MRP resist rev with doxorubicin	IL1B NFkB inh	IL1B NFkB inh cell count 2 µM	Bcl-B displacement
CCCCCCN=CC1=C(O)CC(C)(C)CC1=O	-6.9	199	-18.2%	-6.0	87.2	93.1	6.9	199	-5.9%
O=C(COc1ccc(/C=N/NS(=O)(=O)c2ccccc2)cc1)NCc1ccccc1	8.7	162	-18.9%	/	/	/	-28.1	156	4.0%
COc1ccc(-n2ncc3c(NCc4cccs4)ncnc32)cc1	4.1	139	4.1%	-6.2	51.9	58.0	-4.1	139	-8.3%
Clc1ccccc1Sc1cnc2ccccc2n1	-35.7	53	3.3%	24.4	98.0	73.6	35.7*	53*	-9.5%
Cc1ccc(C(=O)Nc2cccc(C(=O)NCc3ccco3)c2)cc1	5.4	92	15.2%	6.7	98.4	91.7	-5.4	92	-14.9%
COc1cc2c(cc1NC(=O)c1cccc([N+](=O)[O-])c1)oc1ccccc12	-9.2	26	-31.3%	/	/	/	9.2	26	-3.1%
O=C(COC(=O)c1ccc(S(=O)(=O)Nc2ccccc2)cc1)NCCN1C(=O)CSC1=O	1.5	81	-34.5%	-13.4	103.4	116.8	-1.5	81	-0.5%
COc1cc2c3nnc(-c4ccc(F)cc4)c-3cn(Cc3ccc(C)cc3)c2cc1OC	-3.1	217	-10.1%	-7.0	42.6	49.6	3.1	217	-14.1%
COc1nc(Nc2cccc(C(F)(F)F)c2)nc(OC)n1	38.7	140	5.8%	8.5	86.1	77.7	-38.7	140	-2.9%
Nc1nc(Nc2cccc3ccccc23)nc(C2CCCC2=O)n1 (configuration not stated)	/	/	-2.3%	0.4	0.8	0.4	/	/	-40.5%
Cc1cc(C)n(C(=O)c2ccc(S(=O)(=O)N3CCOCC3)cc2)n1	11.0	207	15.3%	-8.2	92.9	101.0	-11.0	207	-3.1%
COc1cc2c(cc1OC)C(c1cccs1)NCC2 (configuration not stated)	-8.1	111	-6.1%	-11.8	92.3	104.0	8.1	111	-1.2%
CC1=C(C(=O)Nc2ccccc2)C(c2sccc2C)n2nnnc2N1 (configuration not stated)	10.8	55	8.1%	-13.2	78.9	92.1	-10.8	55	5.5%
CCc1cc2c(=O)c(-c3cnn(-c4ccccc4)c3)coc2c(CN2CCOCC2)c1O	-10.8	134	-1.5%	10.4	75.3	64.9	10.8	134	-9.7%
CCCCC(=O)c1ccc(O)cc1O	15.6	118	/	-6.0	95.3	101.3	-15.6	118	/
Cc1cc(C)cc(OCc2nnc(SCC(=O)Nc3ccccc3)o2)c1	17.5	111	18.1%	-6.1	91.5	97.6	-17.5	111	-11.6%
N/C(=N\c1nc2c(c(=O)[nH]1)CCCC2)Nc1ccccc1	/	/	-94.0%	-12.8	72.1	84.9	/	/	3.1%
Cc1ccccc1C(=O)NC1CCN(Cc2nnnn2Cc2ccc(F)cc2)CC1	-5.3	132	-25.3%	9.1	88.5	79.5	5.3	132	1.0%
CC1(C)CC(=O)C=C(Nc2cc(-c3ccccc3)[nH]n2)C1	11.1	91	-28.8%	4.4	52.7	48.3	-11.1	91	5.1%
Cc1ccnc(Sc2ccc([N+](=O)[O-])cc2[N+](=O)[O-])n1	-4.2	218	-5.0%	/	/	/	4.2	218	9.8%
CC(C)CCn1c(N)c(S(=O)(=O)c2cccs2)c2nc3ccccc3nc21	23.3	128	-1.7%	-19.3	39.7	59.1	-23.3	128	-1.1%
O=C(c1ccccc1)c1c[nH]c(C(=O)NCc2cccnc2)c1	-17.8	97	7.8%	/	/	/	17.8	97	2.9%
CCOC(=O)C1=C(c2ccccc2)NC(SCC(=O)NC2CCCCC2)=C(C#N)C1c1ccco1 (configuration not stated)	25.4	106	6.7%	1.1	80.9	79.7	-25.4	106	-7.0%
O=C(O)c1coc2ccccc12	56.9*	210*	5.7%	-12.0	91.6	103.6	-56.9	210	11.4%
CCCCN(Cc1ccccc1)C(=O)c1cnc2n(c1=O)CCS2	8.4	50	5.4%	18.7	97.8	79.1	-6.2	50	-5.0%
CCOc1ccc(-c2nn(-c3ccccc3)cc2/C=C(\C#N)S(=O)(=O)c2ccccc2)cc1C	4.0	174	-4.6%	/	/	/	-4.0	174	-23.9%
CC(=O)N1CCN(C(=O)COc2ccc(Br)cc2)CC1	-3.1	118	-21.4%	14.7	107.4	92.7	3.1	118	-7.4%
Cc1ccccc1CS(=O)(=O)CCC(=O)N1CCN(c2ccc(N3CCOCC3)nn2)CC1	-6.9	140	-14.3%	18.0	101.9	83.9	6.9	140	-8.3%
CCCN(S(=O)(=O)c1ccc(OCC)cc1)S(=O)(=O)c1cccs1	-2.2	155	4.2%	-20.4	48.1	68.5	2.2	155	-9.0%
O=C(CSc1nc2ccccc2[nH]1)NCCN1CCCCC1	1.1	207	-8.9%	-20.2	85.6	105.8	-1.1	207	-6.0%
Nc1cc(=O)[nH]c(SCCNS(=O)(=O)c2ccccc2)n1	3.5	192	-17.4%	13.0	90.8	77.8	-3.5	192	-27.6%
CC1CCCCC12NC(=O)N(CC(=O)NC(=O)NCc1ccco1)C2=O (configuration not stated)	13.5	157	-41.3%	/	/	/	-13.5	157	-17.8%
COc1ccc(C2CC(c3cccs3)n3nc(N)nc3N2)cc1 (configuration not stated)	-1.4	79	/	16.3	91.9	75.6	1.4	79	/
CC(C)c1nnc(NC(=O)CCC(=O)N2CCN(c3ccccn3)CC2)s1	-6.1	164	-17.2%	-0.5	95.1	95.6	6.1	164	4.1%
CC(=O)Nc1ccc(-c2nnc(SCC(=O)n3c4c(c5ccccc53)CCCC4)n2C)cc1	-8.4	82	-30.3%	-55.3	35.2	90.5	8.4	82	-25.3%
CN(C)CCCNC(=O)c1ccc(-c2ccccc2)cc1	10.0	100	22.2%	9.8	90.9	81.1	-10.0	100	-10.4%
CCc1ccccc1-n1c(SCC(=O)NC)nnc1-c1cccnc1	10.2	146	-19.5%	10.6	93.4	82.8	-10.2	146	-8.1%
CC(=O)c1c(C)nn(CCC(=O)O)c1C	-7.4	188	-1.4%	32.4	96.7	64.4	7.4	188	17.0%
O=C(C1CC=CCC1)N1CCN(C(=O)C2CC=CCC2)CC1 (configuration not stated)	-3.2	88	/	15.0	95.2	80.2	3.2	88	/
COC(=O)c1ccc2[nH]c(C)c(CN3CCCC3)c(=O)c2c1	/	/	19.5%	-5.5	93.4	99.0	/	/	0.9%
COc1ccc(-c2ncc3ccccn23)cc1OC	12.8	189	-16.8%	3.8	83.8	80.0	-12.8	189	-6.7%
CCC(=O)Nc1ccc(/C(C)=N\NC(=O)c2ccc(C)s2)cc1	7.6	142	16.9%	/	/	/	-7.6	142	-10.1%
O=C1CC(C(=O)O)S/C(=N\NC(=O)c2ccccc2)N1 (configuration not stated)	-0.8	123	-23.2%	/	/	/	0.8	123	0.0%
O=C(CN1C(=O)COc2ccccc21)N(Cc1ccc2c(c1)OCO2)CC1CCCO1 (configuration not stated)	0.7	143	-12.3%	-2.0	95.4	97.5	-0.7	143	23.8%
CCCn1c(=O)[nH]c(=O)c2c1nc(-c1ccccc1)n2CCN1CCOCC1	-4.5	146	-8.9%	13.7	92.2	78.5	4.5	146	2.3%
CCN(CC)c1ccc(C2CC(=O)NC3=C2C(=O)CC(C)(C)C3)cc1 (configuration not stated)	/	/	-8.2%	-7.2	100.6	107.8	/	/	-0.8%
O=C(O)C1C2C=CC(O2)C1C(=O)Nc1ccccc1C(F)(F)F (configuration not stated)	6.6	147	17.4%	7.9	95.3	87.5	-6.6	147	-1.7%
C=CCN=C(NC#N)SCC(=O)c1cccc(OC)c1	-6.8	101	22.4%	-46.2	34.7	80.9	6.8	101	-0.9%
O=C(c1cccs1)N1CCN=C1SCc1cccnc1	-8.0	103	9.2%	15.3	95.3	80.0	8.0	103	-4.0%
Cc1noc(/C=C/NCc2cccnc2)c1S(=O)(=O)N(C)CC(=O)N1CCc2ccccc21	1.3	176	-1.9%	-8.2	75.0	83.1	-1.3	176	-1.4%
O=C(COC(=O)c1ccc(S(=O)(=O)N2CCOCC2)cc1)NC1CCCCCC1	-9.6	126	17.4%	5.4	92.3	86.9	9.6	126	4.8%
O=C(CSc1ccccn1)N1CCN(C(=O)CSc2ccccn2)CC1	/	/	14.4%	-8.0	95.0	103.1	/	/	1.5%
O=C1CSC(c2ccccc2)N1c1nc(-c2ccc(Cl)cc2Cl)cs1 (configuration not stated)	5.6	144	42.4%	/	/	/	-5.6	144	-0.7%
CN(c1ccccc1C(=O)Nc1ccc(S(=O)(=O)N2CCCC2)cc1)S(C)(=O)=O	1.6	139	-84.5%	6.6	96.3	89.7	-1.6	139	-1.3%
CS(=O)(=O)N(CC(=O)N1CCCCCC1)c1ccccc1	-0.6	106	16.8%	11.1	103.6	92.4	0.6	106	-2.6%
Cc1cnc(NC(=O)CN(C)S(=O)(=O)c2ccc(Cl)cc2)s1	3.1	204	-0.4%	1.7	74.7	73.0	-3.1	204	-3.1%
COc1cc2c(cc1OC)CN(Cc1nc3ccsc3c(=O)[nH]1)CC2	8.5	126	-41.6%	-18.7	75.7	94.4	-8.5	126	8.5%
Cc1cccc(NCc2ccccc2O)c1	20.5	152	-3.4%	19.2	108.0	88.7	-20.5	152	3.1%
COc1ccc2c(=O)cc(C(F)(F)C(F)(F)F)oc2c1	-0.9	125	-5.9%	-8.0	93.5	101.6	0.9	125	0.9%
O=C(Nc1cc(C(F)(F)F)ccc1N1CCOCC1)c1cn2ccccc2n1	-4.6	95	15.6%	14.9	78.4	63.5	4.6	95	-5.1%
Continued.
SMILES	IL1B NFkB pot	IL1B NFkB pot cell count 2 µM	PLAP inhibition	MRP resist rev	MRP resist rev cytotoxicity	MRP resist rev with doxorubicin	IL1B NFkB inh	IL1B NFkB inh cell count 2 µM	Bcl-B displacement
CCOC(=O)CSc1ccc(S(=O)(=O)N(C)C2CCCCC2)cc1[N+](=O)[O-]	/	/	-11.4%	-1.6	97.5	99.1	/	/	-7.8%
COc1ccc(Cc2nnc(NC(=O)c3cccs3)s2)cc1	/	/	8.9%	3.6	94.9	91.3	/	/	5.5%
CCOc1ccc(-c2cc(CCCC(=O)Nc3cc(OC)ccc3OC)no2)cc1	/	/	10.7%	/	/	/	/	/	1.8%
Cc1cc(NC(=O)COC(=O)C2COc3ccccc3O2)no1 (configuration not stated)	1.2	180	-8.8%	-7.8	90.7	98.5	-1.3	180	3.0%

Fetched by structure from above:
SMILES	IL1B NFkB pot	IL1B NFkB pot cell count 2 µM	PLAP inhibition	MRP resist rev	MRP resist rev cytotoxicity	MRP resist rev with doxorubicin	IL1B NFkB inh	IL1B NFkB inh cell count 2 µM	Bcl-B displacement
CC(C)CCn1c(N)c(S(=O)(=O)c2cccs2)c2nc3ccccc3nc21	23.3	128	-1.7%	-19.3	39.7	59.1	-23.3	128	-1.1%
O=C1CC(C(=O)O)S/C(=N\NC(=O)c2ccccc2)N1 (configuration not stated)	-0.8	123	-23.2%	/	/	/	0.8	123	0.0%
Cc1cnc(NC(=O)CN(C)S(=O)(=O)c2ccc(Cl)cc2)s1	3.1	204	-0.4%	1.7	74.7	73.0	-3.1	204	-3.1%
O=C1CSC(c2ccccc2)N1c1nc(-c2ccc(Cl)cc2Cl)cs1 (configuration not stated)	5.6	144	42.4%	/	/	/	-5.6	144	-0.7%

Some of the entries above in a different format:
canonical_smiles: C=CCN=C(NC#N)SCC(=O)c1cccc(OC)c1
  IL1B NFkB pot: -6.8 | IL1B NFkB pot cell count 2 µM: 101 | PLAP inhibition: 22.4% | MRP resist rev: -46.2 | MRP resist rev cytotoxicity: 34.7 | MRP resist rev with doxorubicin: 80.9 | IL1B NFkB inh: 6.8 | IL1B NFkB inh cell count 2 µM: 101 | Bcl-B displacement: -0.9%

canonical_smiles: O=C(c1cccs1)N1CCN=C1SCc1cccnc1
  IL1B NFkB pot: -8.0 | IL1B NFkB pot cell count 2 µM: 103 | PLAP inhibition: 9.2% | MRP resist rev: 15.3 | MRP resist rev cytotoxicity: 95.3 | MRP resist rev with doxorubicin: 80.0 | IL1B NFkB inh: 8.0 | IL1B NFkB inh cell count 2 µM: 103 | Bcl-B displacement: -4.0%

Only part of the results is shown; count on the stated rates, not on these rows.
